# Bioassay records (PubChem)
# BAZ2B inh – blocks human BAZ2B. AlphaScreen BAZ2B-H3K14Ac peptide displacement. hit rate 4.4% among 360,000. Potency, µM (top dose mostly 114 µM), for the others: at the highest dose activity change, negative = inhibition, most hits filed as inhibitors. Q9UIF8; further: on the % scale 0 is the no-effect control and ±100 the full control effect; nearly all actives have a fitted effect of over 60% in size
#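 BAZ2B (50 nM) with biotin-H3(5-23)K14Ac peptide (50 nM) in PBS pH 7.4, 0.01% Tween-20, preformed 30 min, then compound 30 min at room temperature; top concentration 110uM. AlphaScreen streptavidin donor/nickel chelate acceptor beads (10 ug/mL final), 20 min dark, signal read.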
# POLI inh – DNA polymerase iota (human) inhibition | Q9UNA4 | Pol iota fluorescent replication assay, 10 min | Potency, µM (top dose mostly 115 µM), for the others: top-dose activity, negative = inhibition, most hits filed as inhibitors | hit rate 1% among 390,000
#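 Fluorescent replication assay read twice, at 0 min and 10 min after adding 50 nM (final) substrate. Enzyme (10 nM) and compounds were first incubated 15 min at room temperature; enzyme-free buffer wells were negative controls.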
# G9a inh – G9a (human) methyltransferase inhibition; Q96KQ7; G9a H3K9 monomethylation, AlphaScreen, 2 h; Potency, µM (titrated, usually from 102 µM), for inactives: at the top dose activity, negative = inhibition, actives largely listed as inhibitors; hit rate 8.8% among 350,000; AID 504332; further: on the % scale 0 is the no-effect control and ±100 the full control effect; nearly all actives have a fitted effect of over 75% in size
#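 G9a (20 nM) was preincubated 15 min with compound, then reacted 2 h at room temperature with 500 nM biotin-H3K9 peptide and 20 µM SAM. Monomethyl-H3K9 detected by AlphaScreen using anti-H3K9me1 antibody.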
# PGK inhibitor – inhibitors of T. brucei phosphoglycerate kinase; P07378; PGK/GAPDH coupled, Kinase-Glo luminescence, 60 min; Potency, µM (highest dose often 57.5 µM), for inactives: at the highest dose activity change, negative = inhibition, actives largely listed as inhibitors; hit rate 0.043% among 380,000; further: on the % scale 0 is the no-effect control and ±100 the full control effect; nearly all actives have a fitted effect of over 60% in size
#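 Recombinant glycosomal PGK reaction used 1,3-bisphosphoglycerate generated in-well by GAPDH (100nM final) in 100mM TEA pH 7.6, 5mM MgCl2, 0.01% Tween-20. After 60 minutes at room temperature, ATP was read by Kinase-Glo Plus luminescence end-point.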
# Pin1 inhibitor – inhibitors of human Pin1; AID 504891; Potency, µM (top dose mostly 115 µM), without a hit: at the highest dose activity, negative = inhibition, hits mostly inhibitors; Pin1 FP peptide displacement, HiFluor488, 10 min; hit rate 0.009% among 390,000; active means well fitted inhibition curve with a large enough effect in the polarisation, with a control signal flat, not every such curve was filed as active; inconclusive means small, poorly fitted or top-dose-only effect, or effect the other way, or a change in a side signal; inactive means no such curve, though single readings can be large or run the other way; the % refers to the polarisation; further: on the % scale 0 is the no-effect control and ±100 the full control effect
# HP1b binding inh – blocks HP1-beta chromodomain binding to methylated histone tails; P83916; AlphaScreen HP1-beta / biotin-H3K9me3 peptide binding; Potency, µM (top dose mostly 114 µM), for the others: at the top dose activity change, negative = inhibition, most hits filed as inhibitors; hit rate 0.56% among 390,000; AID 540317; further: nearly all actives have a fitted effect of over 70% in size; inactives centre near 23
#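 Compound inhibition of the preformed complex between 50 nM HP1-beta and 50 nM biotinylated H3K9me3 peptide was read by AlphaScreen. Buffer was PBS pH 7.4 with 0.01% Tween-20. Incubations ran 30 min at room temperature, with 10 ug/mL donor/acceptor beads.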
# GLS inh – blocks human kidney-isoform glutaminase activity; Potency, µM (doses to about 45.5 µM), for the others: at the highest dose activity change, negative = inhibition, actives largely listed as inhibitors; O94925; hit rate 0.21% among 410,000; AID 624170; GLS enzymatic activity, qHTS titration; further: on the % scale 0 is the no-effect control and ±100 the full control effect
#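 Compounds were pin-transferred onto hKGA, after which L-glutamine (1 mM solution) and a detection mix of glutamate oxidase, HRP and Amplex Red were added. Initial and 30 min RT fluorescence reads were collected.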
# JMJD2A Tudor – JMJD2A Tudor domain (human) inhibition; O75164; AlphaScreen JMJD2A-Tudor / H3K4me3 peptide binding; Potency, µM (titrated, usually from 114 µM), without a hit: at the top dose activity change, negative = inhibition, most hits filed as inhibitors; hit rate 4.4% among 390,000; AID 504339; further: on the % scale 0 is the no-effect control and ±100 the full control effect; nearly all actives have a fitted effect of over 50% in size
# Target sequence (O75164 whole entry, looked up, the tested form may be a part): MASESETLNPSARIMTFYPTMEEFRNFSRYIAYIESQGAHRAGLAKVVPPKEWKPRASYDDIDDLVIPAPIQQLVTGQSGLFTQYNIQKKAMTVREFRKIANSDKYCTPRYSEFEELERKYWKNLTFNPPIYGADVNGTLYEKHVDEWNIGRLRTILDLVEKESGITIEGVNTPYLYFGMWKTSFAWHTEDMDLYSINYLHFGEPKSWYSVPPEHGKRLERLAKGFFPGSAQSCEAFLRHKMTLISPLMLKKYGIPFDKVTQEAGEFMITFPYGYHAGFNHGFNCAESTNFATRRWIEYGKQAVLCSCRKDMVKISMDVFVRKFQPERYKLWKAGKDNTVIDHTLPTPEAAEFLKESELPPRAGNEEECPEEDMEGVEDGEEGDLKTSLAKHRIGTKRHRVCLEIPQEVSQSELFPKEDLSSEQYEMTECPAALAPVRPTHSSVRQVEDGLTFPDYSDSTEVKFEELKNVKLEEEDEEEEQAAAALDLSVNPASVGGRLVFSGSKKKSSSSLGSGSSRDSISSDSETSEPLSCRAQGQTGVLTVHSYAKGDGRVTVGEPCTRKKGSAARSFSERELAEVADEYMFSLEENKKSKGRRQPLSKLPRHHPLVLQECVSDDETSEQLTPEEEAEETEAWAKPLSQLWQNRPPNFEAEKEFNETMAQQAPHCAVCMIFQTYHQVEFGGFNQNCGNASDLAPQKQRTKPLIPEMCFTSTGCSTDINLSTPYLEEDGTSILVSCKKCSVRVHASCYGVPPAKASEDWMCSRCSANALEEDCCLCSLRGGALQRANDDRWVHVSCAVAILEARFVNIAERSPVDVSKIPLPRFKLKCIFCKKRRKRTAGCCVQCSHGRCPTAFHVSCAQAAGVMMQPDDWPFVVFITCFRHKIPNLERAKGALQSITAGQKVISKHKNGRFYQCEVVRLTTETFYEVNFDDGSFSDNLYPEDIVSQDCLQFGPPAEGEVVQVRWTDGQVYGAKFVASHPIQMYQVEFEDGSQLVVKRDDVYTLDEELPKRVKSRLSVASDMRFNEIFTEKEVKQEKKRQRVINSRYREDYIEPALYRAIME
# BLM helicase inh – blocks DNA unwinding by human BLM helicase; recombinant BLM DNA unwinding, fluorescence dequenching; Potency, µM (top dose mostly 56.1 µM), without a hit: at the top dose activity change, negative = inhibition, actives largely listed as inhibitors; hit rate 0.2% among 350,000; AID 2528;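 further: plate controls were vehicle for no effect and no enzyme for full effect; nearly all actives have a fitted effect of over 35% in size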
# Starred values were filed as active, the others as inactive; i = inactive; ? = inconclusive; · = no result given; & = joins results of further samples; [ ] = dose if it differs, or a comment. Unless noted, the call rests on the fitted dose curve; in most records, active means well fitted curve in the direction sought with a large enough effect; inconclusive means small, poorly fitted or top-dose-only effect, or another doubt; inactive means no such curve, though single readings can be large; an effect the other way counts as inactive or inconclusive. Potency means the concentration at half of the fitted maximal effect. The list is partial; the hit share may differ from the screen's.
BAZ2B inh	POLI inh	G9a inh	PGK inhibitor	Pin1 inhibitor	HP1b binding inh	GLS inh	JMJD2A Tudor	BLM helicase inh	Compound
-18%	21%	29%	-9%	1%	10%	?	-22%	-7%	CCN(CC)Cc1c(C(=O)N/N=C/c2cccc3ccccc23)nnn1-c1nonc1N
27%	-2%	93%[activator]	1%	11%	93%[activator]	-1%	44%[activator]	-8%	Cc1cc(-c2ccccc2)n2ncc(-c3ccccc3)c2n1
5%	7%	50µM*	6%	4%	36%	-1%	-23%	1%	CC(C)(C)c1ccc(OCC(=O)OCCNC(=O)c2cccnc2)cc1
4%	19%	4%[59 µM]	i	15%	22%	0%	-8%	-6%	CCCC(=O)Nc1cc2nn(-c3ccc(OC)cc3)nc2cc1C
111%[activator]	-4%	81%[activator]	-5%	3%	232%[activator]	-5%	122%[activator]	-8%	CC(=O)OCc1c(C(F)(F)F)nn(C)c1SCc1ccc(Cl)cc1
9%	20%	-3%	1%	1%	10%	-1%	-19%	-4%	O=Cc1c(N2CCCCCC2)nc2ccccn2c1=O
-36%	-16%	-30%[59 µM]	3%	21%	16%	-14%	1%	-27%	Cc1ccc(NC(=O)c2cc(S(=O)(=O)N3CCc4ccccc43)cn2C)c(Cl)c1
-6%&-12%	-9%&19%	10%[0.0925 µM]	-8%&-7%	-7%&0%	13%&30%	-14%&24%	-9%&-13%	-2%&-1%	COc1ccc(NC(=O)CCCN2C(=O)C(c3ccccc3)Oc3cccnc32)c(OC)c1 (stereo unspecified)
4%	27%	14%[2.33 µM]	-5%	-3%	30%[activator]	9%	-6%	·	O=C(C1=COCCO1)N1CCN(S(=O)(=O)c2cccc(Br)c2)CC1
3%	4%	-10%[12.7 µM]	5%	1%	39%[activator]	1%	-4%	·	Cn1nc(C(=O)OCC(=O)Nc2ccc(Cl)cc2Cl)c2ccccc2c1=O
·	-22%	·	-3%	-1%	3%	-21%	-13%	·	O=C(NCc1cccs1)C1CC(=O)N(Cc2ccccc2)C1 (stereo unspecified)
?	-4%	45µM*	i	1%	50%[activator]	22%	-19%	0%	O=C(NNc1ccccc1)C(=O)NNS(=O)(=O)c1ccc(CCCl)cc1
12%	-4%	8%[59 µM]	-8%	4%	30%	0%	-4%	-2%	COC(=O)[C@H](C)NC(=O)COc1ccccc1
-2%	-9%&19%	·	3%	4%	22%	-3%	-28%	-12%	COc1ccc(CN2C[C@H](Cc3ccccc3)[C@@H](CC(=O)Nc3ccccc3)C2=O)cc1
-1%	-18%	·	0%	-4%	51%[activator]	-5%	-10%	-4%	O=C(c1ccc2c(c1)OCO2)C1CCCN(Cc2ccccc2OC(F)F)C1 (stereo unspecified)
0%	17%	·	-3%	4%	-9%	1%	?	-5%	COc1ccc(CC(=O)NNC(=O)CCC(=O)Nc2cc(C)ccc2C)cc1
-1%	-2%	5%[59 µM]	0%	3%	19%	-5%	-2%	-1%	CCC(C)(C)NC(=O)C(c1ccc(OC)cc1)N(Cc1ccccc1)C(=O)CCC(=O)Nc1cc(C)on1 (stereo unspecified)
?	34%[activator]	14%	3%	-5%	11%	-1%	-17%	0%	COc1ccc(OC)c(NC(=O)CSc2nc(N3CCOCC3)nc(N3CCOCC3)n2)c1
10%[57.1 µM]	-15%	-18%[59 µM]	3%	5%	16%	-3%	-7%	2%	Cc1oc2ncn(CC(C)C)c(=O)c2c1C(=O)NCCCN(Cc1ccccc1)C(C)C
-2%	40%[activator]	?	i	-9%	30%	11%	-17%	-8%	CCC(Oc1ccccc1)C(=O)Nc1ccccn1 (stereo unspecified)
·	?	·	-2%	?	-7%	-20%	?	-14%[12.4 µM]	COC/C=C/C1=CC2=CC(=O)C(C)(OC(=O)c3cnc4ccccc4n3)C(=O)C2=CN1CC(C)C (stereo unspecified)
45µM*	41%[activator]	4%	2%	?	-11%	21%	-33%[11.4 µM]	1%	COc1cc([N+](=O)[O-])cc(/C=N/NC(=O)Cn2nccc2C)c1O
-4%	-2%	3%[59 µM]	0%	-2%	6%	-2%	-13%	-1%	CCOc1ccc(NC(=O)CCCc2nnc3n(C)c(=O)c4sccc4n23)cc1
0%	74%[activator]	10%[0.501 µM]	i	35%[activator]	15%	-1%	-17%	·	Cn1c(=NC(=O)CS(=O)(=O)c2ccc(F)cc2)sc2ccccc21
-6%	-1%	16%[59 µM]	-2%	-7%	31%	32%[activator]	-8%	1%	Brc1ccc2c(c1)CNc1c(ncnc1N1CCOCC1)O2
45%[activator]	?	69%[activator][59 µM]	·	29%	56%[activator]	0%	31%	-6%	Cc1cccc(OCCn2nnc3sc4c(c3c2=O)CCCC4)c1
5%	4%	-11%[59 µM]	-2%	-2%	35%[activator]	13%	-16%	-3%	Cc1ccc(C(=O)NNC(=O)CSc2nnc(-c3ccccc3)n2Cc2ccccc2)cc1
-15%	150%[activator]	?	-6%	-2%	23%	-5%	-5%	-1%	O=C(CC(NC(=O)c1ccccc1Cl)c1ccccc1)NC1=NCCS1 (stereo unspecified)
-2%	14%	-35%	-3%	3%	46%[activator]	0%	-7%	1%	Cc1cccc(NC(=O)CSc2nc(N)c(NC(=O)c3ccccc3F)c(=O)[nH]2)c1
-21%	17%	3%	-2%	7%	35%	-5%	-4%	-1%	O=C(NCc1nnc(SCC(=O)N2CCCCCC2)o1)c1ccc(F)cc1
·	44%[activator]	·	-13%	-2%	-11%	2%	?	·	Nc1ccccc1C#Cc1ccc2[nH]ccc2c1
-38%	?	-27%[59 µM]	-4%	74%[activator]	15%	14%	?	-24%	O=S(=O)(Nc1nccs1)c1ccc(Nc2nnc(-c3ccccc3)c3ccccc23)cc1
50µM*	?	-12%[59 µM]	?	7%	9%	-26%	?	-15%	O=c1cc2nc(-c3ccccc3F)nc(SCc3ccc(Br)cc3)n2[nH]1
?	-4%	12%[59 µM]	-1%	0%	13%	18%	-22%	-7%	C/C(=C/c1ccccc1)C(=O)N1CCN(c2ccc(F)cc2)CC1
?	72%[activator]	-11%	-4%	-8%	10%	11%	-20%	-8%	OCCC1CN(C/C=C/c2ccco2)CCN1Cc1ccccc1 (stereo unspecified)
-2%	19%	-6%[59 µM]	-9%	-3%	8%	-2%	-15%	0%	Cc1cc(C)n2c(SCCN3C(=O)c4ccccc4C3=O)nnc2n1
?	38%[activator]	35µM*	-11%	1%	1%	-10%	-35%	-12%	CCN1CCN(c2cc(C)c3cc(NC(=S)N4CC(C)CC(C)C4)ccc3n2)CC1 (stereo unspecified)
·	20%	·	9%	0%	41%	2%	-10%	·	CCOc1cc(N2CCOCC2)c(OCC)cc1NC(=O)COC(=O)c1ccc(OC)c([N+](=O)[O-])c1
-1%	12%	10%[59 µM]	i	-3%	41%	-13%	-8%	3%	Cn1c(=O)oc2cc(C(=O)c3ccccc3)ccc21
8%	34%[activator]	11%[59 µM]	-7%	6%	29%	-2%	-5%	1%	O=C(Nc1cc(S(=O)(=O)N2CCOCC2)ccc1N1CCOCC1)c1cnccn1
-2%	-1%	15%[59 µM]	·	16%	33%	-1%	-8%	0%	Cc1ccc2nc(-c3cccc(NC(=O)CSc4ccc(Cl)cc4)c3)oc2c1
-6%	31%[activator]	-32%	-7%	-3%	41%[activator]	-17%	-3%	2%	Cc1cc(C)c2c(=O)[nH]n(C3CCCCCC3)c2n1
-23%	21%	-6%	-7%	6%	6%	-4%	-15%	0%	Cc1onc(-c2ccccc2)c1C(=O)N/N=C/c1ccc(O)c([N+](=O)[O-])c1
?	115%[activator]	?	-8%	2%	-11%	-24%	-28%	-5%	COC(=O)c1cc(C)sc1NC(=S)N1CCN(CCc2ccccc2)CC1
-27%	-10%	?	i	1%	-11%	-1%	-34%	-3%	COC(=O)c1ccc(N2C(=O)Cc3cc(OC)c(OC)cc3C2c2ccc(F)cc2)cc1 (stereo unspecified)
-24%	75%[activator]	26%[12.7 µM]	i	0%	40%[activator]	13%	-6%	-7%	COc1ccc(C(=O)Nc2c(C)csc2C(=O)O)cc1
·	85%[activator]	·	-4%	-2%	5%	9%	-9%	·	CCOC(=O)Cn1cnc(C)c1
-28%	9%	45µM*	·	-9%	47%[activator]	-2%	-17%	3%	O=C(CC1C(=O)NCCN1Cc1cccc(Oc2ccccc2)c1)NCC1CCOCC1 (stereo unspecified)
25%	-11%	52%[activator]	-2%	-1%	74%[activator]	4%	-7%[11.4 µM]	-2%	CC(C)CCc1noc(CN(CC2CCC2)CC2CCCO2)n1 (stereo unspecified)
9%	16%	50µM*	4%	22%	25%	0%	0%	-6%	CC(C)CN(C(=O)c1cc2ccccc2o1)c1c(N)n(CC(C)C)c(=O)[nH]c1=O
-3%	8%	-8%	-1%	-2%	15%	3%	-12%	-2%	CCOc1ccc2c(c1)N(C(=O)CN1C(=O)CCC1=O)C(C)(C)C=C2C
-4%	11%	-6%[12.7 µM]	-6%	0%	5%	6%	-18%	-1%	C/C=C/c1c(F)c(F)c(Oc2ccc(C(=O)O)cc2)c(F)c1F
·	-8%	·	-8%	1%	33%	8%	5%	·	O=S(=O)(NCCSCc1ccc(Cl)c(Cl)c1)c1ccc2c(c1)OCCO2
-2%	-14%	12%[59 µM]	-10%	-9%	30%	-3%	-14%	-2%	COc1cc(SC)ccc1C(=O)NCCCOC(C)C
-5%	-5%	-48%[59 µM]	1%	0%	22%	-16%	-11%	-2%	O=C(Nc1sc2c(c1C(=O)O)CCCCC2)c1cccnc1
12%	-1%	-2%[12.7 µM]	10%	4%	24%	4%	-16%	·	CC[N+](CC)(CC)CCC(O)(c1ccccc1)C1CCCCC1 (stereo unspecified)

# Exported bar-delimited: entries from further up.
Compound | BAZ2B inh | POLI inh | G9a inh | PGK inhibitor | Pin1 inhibitor | HP1b binding inh | GLS inh | JMJD2A Tudor | BLM helicase inh
CCOc1ccc(NC(=O)CCCc2nnc3n(C)c(=O)c4sccc4n23)cc1 | -4% | -2% | 3%[59 µM] | 0% | -2% | 6% | -2% | -13% | -1%
Cc1cccc(NC(=O)CSc2nc(N)c(NC(=O)c3ccccc3F)c(=O)[nH]2)c1 | -2% | 14% | -35% | -3% | 3% | 46%[activator] | 0% | -7% | 1%
